Pf growth 96h: Primary qHTS for delayed death inhibitors of the malarial parasite plastid, 96 hour incubation | P. falciparum luciferase reporter growth, 96 h | Potency, µM (series often up to 28.7 µM), without a hit: at the highest dose activity change, negative = inhibition, usual class: inhibitors | 320,000 compounds, 6.9% hits | AID 504834, 2011; note: potency is the fitted concentration of half-maximal effect; % is set by controls: 0 for no effect and ±100 for the full control effect
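Luminescence readout: decreased luciferase signal marks inhibited growth of reporter-expressing P. falciparum in infected red cells (2% hematocrit, 0.05% parasitemia final), exposed to compound two generations (96 h, 37 C, 5% CO2).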
Shiga inhibitor: A qHTS for Small Molecule Inhibitors of Shiga Toxin; Vero cells, Shiga toxin protein synthesis inhibition reporter; 290,000 compounds, 9.2% hits; AID 2315, 2010; inhibition, % at 38.7 µM; in the data active = inhibition mostly above about 28%, no sharp cut-off; inactive = mostly below about 43%; note: 0% is about no effect
Sm TGR block: qHTS Assay for the Inhibitors of Schistosoma Mansoni Peroxiredoxins | purified TGR, DTNB reduction, TNB absorbance 405 nm | Potency, µM (titrated, usually from 114 µM), for the others: at the top dose activity change, negative = inhibition, most hits filed as inhibitors | 360,000 compounds, 3% hits | AID 485364, 2010; note: potency is the fitted concentration of half-maximal effect; % is set by controls: 0 for no effect and ±100 for the full control effect; nearly all actives have a fitted effect of over 60% in size
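TGR 20 nM + NADPH 100 uM (dispensed conc.), cpd preinc 15 min RT; start with NADPH (500 uM addition) then DTNB (15 mM addition). Kinetic TNB absorbance, 405 nm filter. Four-parameter Hill fit across titration.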
FBPA Giardia inh: qHTS Assay for Inhibitors of Fructose-1,6-bisphosphate Aldolase from Giardia Lamblia; Potency, µM (series often up to 59.6 µM), inactives show top-dose activity, negative = inhibition, usual class: inhibitors; A8B2U2; 290,000 compounds, 0.71% hits; purified Giardia FBPA; note: potency is the fitted concentration of half-maximal effect; % is set by controls: 0 for no effect and ±100 for the full control effect; nearly all actives have a fitted effect of over 55% in size
Target sequence (A8B2U2 whole entry, looked up): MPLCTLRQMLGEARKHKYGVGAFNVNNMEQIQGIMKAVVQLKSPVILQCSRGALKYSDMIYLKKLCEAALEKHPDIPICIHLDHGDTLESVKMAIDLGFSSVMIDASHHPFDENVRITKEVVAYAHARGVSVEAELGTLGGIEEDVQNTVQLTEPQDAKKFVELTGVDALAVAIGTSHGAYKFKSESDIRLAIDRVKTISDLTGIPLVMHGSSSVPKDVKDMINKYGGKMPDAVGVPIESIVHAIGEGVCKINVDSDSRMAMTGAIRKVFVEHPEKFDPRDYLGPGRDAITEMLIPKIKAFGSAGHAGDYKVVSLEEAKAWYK
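Giardia FBPA (40 nM reagent) was preincubated 10 min at RT with compound (up to 57.5 uM final), then substrate plus GAPDH/TPI/NAD/arsenate coupling system with diaphorase/resazurin was added; resorufin fluorescence (525/598 nm) was read after 20 min.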
CHX counter: Cycloheximide Counterscreen for Small Molecule Inhibitors of Shiga Toxin; 300,000 compounds, 12% hits; cell reporter, cycloheximide protein synthesis inhibition counterscreen; max response, %; in the data active = max response mostly above about 13%, no sharp cut-off; inactive = mostly below about 14%; note: read at 38.3 µM for the half of the compounds with a filed dose; 0% is about no effect
Pf growth 48h: Primary qHTS for delayed death inhibitors of the malarial parasite plastid, 48 hour incubation. Potency, µM (highest dose often 28.7 µM), without a hit: at the top dose activity change, negative = inhibition, usual class: inhibitors. 310,000 compounds, 5.9% hits. P. falciparum luciferase growth in erythrocytes, 48 h; note: potency is the fitted concentration of half-maximal effect; % is set by controls: 0 for no effect and ±100 for the full control effect
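A one-generation exposure of luciferase-tagged malaria parasites in RPMI 1640/Albumax erythrocyte culture, 37 C and 5% CO2. Inhibition is inferred from decreased luminescence after adding detection reagent.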
* marks the source's active call; other numbers are inactive results; i = inactive; ? = inconclusive; · = not tested or not shown; [ ] = dose if it differs, or a comment. Unless noted, calls come from the whole dose curve; as a rule, active = well fitted curve in the direction sought with a large enough effect; inconclusive = small, poorly fitted or top-dose-only effect, or another doubt; inactive = no such curve, though single readings can be large; an effect the other way counts as inactive or inconclusive. This is a random part of the collection. About 24% of those tested had a hit in this group.

[1] CS(=O)(=O)NN1C(=O)c2ccccc2NC1c1cccs1 (stereo not drawn)
[2] COCCCN=C1NN=C(c2cc(C)n(-c3ccccc3F)c2C)CS1
[3] CCOC(=O)Nc1c(O)ccc2oc(C)c(-c3ccccc3)c12
[4] O=C(CCNC(=O)c1ccc(Br)cc1)NC1CCCCCC1
[5] CSCCC1NC(=O)N(CC(=O)Nc2cccc3ccccc23)C1=O (stereo not drawn)
[6] Cc1ccc(-n2c(=O)[nH]cc(C(=O)Nc3ccc4c(c3)OCO4)c2=O)cc1C

| assay / compound | 1 | 2 | 3 | 4 | 5 | 6 |
| --- | --- | --- | --- | --- | --- | --- |
| Pf growth 96h | -21% | -144% | · | ? | · | 4% |
| Shiga inhibitor | -9 | 50 | -7 | · | 3 | -6 |
| Sm TGR block | 9% | -15% | -7% | 1% | -3% | 4% |
| FBPA Giardia inh | 0% | -6% | ? | · | -1% | 0% |
| CHX counter | -3 | 19 | 1 | · | 2 | -3 |
| Pf growth 48h | -24% | -40% | -14% | -15% | 0% | 3% |

[7] CC(C)CC(=O)NC(Nc1ccccc1F)C(Cl)(Cl)Cl (stereo not drawn)
[8] O=C(COc1ccccc1)N(Cc1cc2ccccc2[nH]c1=O)CC1CCCO1 (stereo not drawn)
[9] Cn1ccnc1Sc1ccccc1[N+](=O)[O-]
[10] C=CCNC(=O)c1sc(=S)n(-c2ccc(C(=O)OCC)cc2)c1N
[11] Cc1cc(C)c2c(n1)SCC(=O)N2CC(=O)Nc1ccccc1Cl
[12] O=C(NCc1ccco1)C1CC(c2ccccc2O)=NO1 (stereo not drawn)

| assay / compound | 7 | 8 | 9 | 10 | 11 | 12 |
| --- | --- | --- | --- | --- | --- | --- |
| Pf growth 96h | 10µM* | 11%[5.75 µM] | ? | 2.9µM* | -10% | ? |
| Shiga inhibitor | -10 | 41 | -5 | -6 | -3 | 14 |
| Sm TGR block | 6% | -11% | 0% | -3% | 2% | -13% |
| FBPA Giardia inh | 2% | -1% | -8% | -24% | -4% | -7% |
| CHX counter | -3 | 25* | 1 | -3 | -2 | 14 |
| Pf growth 48h | -5% | ? | -22% | 11% | 30% | -1% |

Rewritten in markdown: entries from further up
| nr | Structure | Pf growth 96h | Shiga inhibitor | Sm TGR block | FBPA Giardia inh | CHX counter | Pf growth 48h |
| --- | --- | --- | --- | --- | --- | --- | --- |
| 11 | Cc1cc(C)c2c(n1)SCC(=O)N2CC(=O)Nc1ccccc1Cl | -10% | -3 | 2% | -4% | -2 | 30% |
| 12 | O=C(NCc1ccco1)C1CC(c2ccccc2O)=NO1 (stereo not drawn) | ? | 14 | -13% | -7% | 14 | -1% |

The results go on.
[13] O=C(O)CCn1c(SCc2cc(=O)n3ccccc3n2)nc2ccsc2c1=O
[14] CS(=O)(=O)N(CC(=O)N1CCN(C(c2ccccc2)c2ccccc2)CC1)C1CCCCC1
[15] CC1=NN(c2ccccc2)C(=O)/C1=C\c1cn(-c2ccccc2)nc1C
[16] CC1Cc2ccccc2N1C(=O)CCS(=O)(=O)c1cccc2nonc12 (stereo not drawn)
[17] Cc1ccc(NC(=O)c2oc3ccccc3c2NC(=O)c2ccc3c(c2)OCO3)cc1
[18] Cc1cc([N+](=O)[O-])c(C)cc1-c1ccc(/C=N/n2cnnc2)o1

| assay / compound | 13 | 14 | 15 | 16 | 17 | 18 |
| --- | --- | --- | --- | --- | --- | --- |
| Pf growth 96h | 20% | 2.6µM* | 1% | 54%[activator] | 15% | -27% |
| Shiga inhibitor | 30 | 1 | -11 | -13 | 33* | -12 |
| Sm TGR block | -8% | 1% | 13% | ? | 3% | -26% |
| FBPA Giardia inh | -10% | 5% | -7% | -4% | -5% | 1% |
| CHX counter | 5 | 11 | 0 | -2 | 12* | -3 |
| Pf growth 48h | ? | · | ? | ? | ? | 8% |

[19] CCOC(=O)c1[nH]cnc1C(=O)NCc1ccccc1
[20] CCc1nnc(NS(=O)(=O)c2ccc(NC(=O)/C=C/c3ccc(F)cc3)cc2)s1
[21] Cc1ccccc1-n1ncc2c(SCC(=O)NCc3cccs3)ncnc21
[22] CCc1cc2c(=O)c(-c3nc4ccccc4n3C)c(C)oc2c(CN2CCN(C)CC2)c1O
[23] OCCCc1nc2ccccc2n1CCc1ccccc1
[24] O=C(COc1ncnc2cc([N+](=O)[O-])ccc12)NCc1ccc2c(c1)OCO2

| assay / compound | 19 | 20 | 21 | 22 | 23 | 24 |
| --- | --- | --- | --- | --- | --- | --- |
| Pf growth 96h | 1% | 25% | 5.2µM* | · | ? | · |
| Shiga inhibitor | -10 | -3 | 19 | 11 | -2 | -11 |
| Sm TGR block | 16% | 2% | 2% | 4% | -15% | -1% |
| FBPA Giardia inh | -28% | 18% | -1% | 5% | 3% | -3% |
| CHX counter | -2 | 2 | 13 | -5 | -5 | -3 |
| Pf growth 48h | 1% | -8% | -27% | ? | ? | 29% |

[25] Cc1cc(C)n2nc(NCc3cccc(Br)c3)nc2n1
[26] Cc1nn(Cc2ccccc2)c(C)c1CNC(=O)CN=C1NS(=O)(=O)c2ccccc21
[27] COc1ccc(-n2cc(C(=O)c3ccccc3O)cn2)cc1
[28] COc1ccccc1N1CCN(C(=O)c2sc3nc(-c4ccccc4)cn3c2C)CC1
[29] O=C(CNC(=O)c1ccc(Br)o1)NCC(=O)OCc1ccccc1
[30] Cn1ccc(-c2cc(C(=O)O)c3ccccc3n2)n1

| assay / compound | 25 | 26 | 27 | 28 | 29 | 30 |
| --- | --- | --- | --- | --- | --- | --- |
| Pf growth 96h | -9% | -3% | i | -5% | 13% | 8% |
| Shiga inhibitor | -3 | · | 40 | 14 | · | -7 |
| Sm TGR block | 6% | 0% | 2% | -2% | 4% | 46% |
| FBPA Giardia inh | 2% | · | -8% | -1% | · | ? |
| CHX counter | -5 | · | 18 | 6 | · | -3 |
| Pf growth 48h | 5% | ? | 481%[activator] | ? | ? | -6% |

A second format for 14 compounds above:
| # | mol | Pf growth 96h | Shiga inhibitor | Sm TGR block | FBPA Giardia inh | CHX counter | Pf growth 48h |
| --- | --- | --- | --- | --- | --- | --- | --- |
| 7 | CC(C)CC(=O)NC(Nc1ccccc1F)C(Cl)(Cl)Cl (stereo not drawn) | 10µM* | -10 | 6% | 2% | -3 | -5% |
| 8 | O=C(COc1ccccc1)N(Cc1cc2ccccc2[nH]c1=O)CC1CCCO1 (stereo not drawn) | 11%[5.75 µM] | 41 | -11% | -1% | 25* | ? |
| 9 | Cn1ccnc1Sc1ccccc1[N+](=O)[O-] | ? | -5 | 0% | -8% | 1 | -22% |
| 10 | C=CCNC(=O)c1sc(=S)n(-c2ccc(C(=O)OCC)cc2)c1N | 2.9µM* | -6 | -3% | -24% | -3 | 11% |
| 11 | Cc1cc(C)c2c(n1)SCC(=O)N2CC(=O)Nc1ccccc1Cl | -10% | -3 | 2% | -4% | -2 | 30% |
| 12 | O=C(NCc1ccco1)C1CC(c2ccccc2O)=NO1 (stereo not drawn) | ? | 14 | -13% | -7% | 14 | -1% |
| 13 | O=C(O)CCn1c(SCc2cc(=O)n3ccccc3n2)nc2ccsc2c1=O | 20% | 30 | -8% | -10% | 5 | ? |
| 14 | CS(=O)(=O)N(CC(=O)N1CCN(C(c2ccccc2)c2ccccc2)CC1)C1CCCCC1 | 2.6µM* | 1 | 1% | 5% | 11 | · |
| 15 | CC1=NN(c2ccccc2)C(=O)/C1=C\c1cn(-c2ccccc2)nc1C | 1% | -11 | 13% | -7% | 0 | ? |
| 16 | CC1Cc2ccccc2N1C(=O)CCS(=O)(=O)c1cccc2nonc12 (stereo not drawn) | 54%[activator] | -13 | ? | -4% | -2 | ? |
| 17 | Cc1ccc(NC(=O)c2oc3ccccc3c2NC(=O)c2ccc3c(c2)OCO3)cc1 | 15% | 33* | 3% | -5% | 12* | ? |
| 18 | Cc1cc([N+](=O)[O-])c(C)cc1-c1ccc(/C=N/n2cnnc2)o1 | -27% | -12 | -26% | 1% | -3 | 8% |
| 19 | CCOC(=O)c1[nH]cnc1C(=O)NCc1ccccc1 | 1% | -10 | 16% | -28% | -2 | 1% |
| 20 | CCc1nnc(NS(=O)(=O)c2ccc(NC(=O)/C=C/c3ccc(F)cc3)cc2)s1 | 25% | -3 | 2% | 18% | 2 | -8% |

Other structures
[31] NC(=O)COn1c(SCC(N)=O)nc2ccccc2c1=O
[32] CN(C)Cc1c(O)ccc2c(=O)c(-c3ccccc3Cl)c(C(F)(F)F)oc12
[33] CN(NC(=O)c1ccccc1F)c1ccc([N+](=O)[O-])cn1
[34] O=C(NCC1CCCO1)/C(=C/c1cn(-c2ccccc2)nc1-c1cccnc1)NC(=O)c1ccccc1 (stereo not drawn)
[35] Cc1ccc(S(=O)(=O)NCCC(=O)OCC(=O)N2CCCC2=O)cc1C
[36] CSc1nnc(Cn2c(=O)sc3ccccc32)n1C
[37] CSCC[C@H](N)C(=O)N[C@@H](CCC(=O)O)C(=O)N[C@H](C(=O)NCC(=O)N[C@@H](Cc1c[nH]c2ccccc12)C(=O)N[C@@H](Cc1ccc(O)cc1)C(=O)N[C@@H](CCCNC(=N)N)C(=O)N[C@@H](CO)C(=O)N1CCC[C@H]1C(=O)N[C@@H](Cc1ccccc1)C(=O)N[C@@H](CO)C(=O)N[C@@H](CCCNC(=N)N)C(=O)N[C@H](C(=O)N[C@H](C(=O)N[C@@H](Cc1cnc[nH]1)C(=O)N[C@@H](CC(C)C)C(=O)N[C@@H](Cc1ccc(O)cc1)C(=O)N[C@@H](CCCNC(=N)N)C(=O)N[C@@H](CC(N)=O)C(=O)NCC(=O)N[C@@H](CCCCN)C(=O)O)C(C)C)C(C)C)C(C)C

| assay / compound | 31 | 32 | 33 | 34 | 35 | 36 | 37 |
| --- | --- | --- | --- | --- | --- | --- | --- |
| Pf growth 96h | 0% | ? | 24% | -55% | 41%[activator] | ? | · |
| Shiga inhibitor | -7 | -1 | -6 | 2 | · | 10 | -4 |
| Sm TGR block | -6% | 0% | 0% | -2% | 2% | -17% | · |
| FBPA Giardia inh | 6% | -10% | 2% | 2% | · | 2% | 8% |
| CHX counter | 11 | -2 | -2 | -1 | · | 2 | -4 |
| Pf growth 48h | 16% | ? | 9% | ? | -8% | -3% | · |

Assay outcomes: PubChem, National Center for Advancing Translational Sciences (NCATS)
